TcdB inh = TcdB glycohydrolase inhibition | P18177 | TcdB glycohydrolase enzymatic assay, plate reader | inhibition, % at 9.99 µM | 350,000 compounds, 0.24% hits | AID 652162; in the data active means inhibition above about 10%
Target sequence (P18177 whole entry, looked up): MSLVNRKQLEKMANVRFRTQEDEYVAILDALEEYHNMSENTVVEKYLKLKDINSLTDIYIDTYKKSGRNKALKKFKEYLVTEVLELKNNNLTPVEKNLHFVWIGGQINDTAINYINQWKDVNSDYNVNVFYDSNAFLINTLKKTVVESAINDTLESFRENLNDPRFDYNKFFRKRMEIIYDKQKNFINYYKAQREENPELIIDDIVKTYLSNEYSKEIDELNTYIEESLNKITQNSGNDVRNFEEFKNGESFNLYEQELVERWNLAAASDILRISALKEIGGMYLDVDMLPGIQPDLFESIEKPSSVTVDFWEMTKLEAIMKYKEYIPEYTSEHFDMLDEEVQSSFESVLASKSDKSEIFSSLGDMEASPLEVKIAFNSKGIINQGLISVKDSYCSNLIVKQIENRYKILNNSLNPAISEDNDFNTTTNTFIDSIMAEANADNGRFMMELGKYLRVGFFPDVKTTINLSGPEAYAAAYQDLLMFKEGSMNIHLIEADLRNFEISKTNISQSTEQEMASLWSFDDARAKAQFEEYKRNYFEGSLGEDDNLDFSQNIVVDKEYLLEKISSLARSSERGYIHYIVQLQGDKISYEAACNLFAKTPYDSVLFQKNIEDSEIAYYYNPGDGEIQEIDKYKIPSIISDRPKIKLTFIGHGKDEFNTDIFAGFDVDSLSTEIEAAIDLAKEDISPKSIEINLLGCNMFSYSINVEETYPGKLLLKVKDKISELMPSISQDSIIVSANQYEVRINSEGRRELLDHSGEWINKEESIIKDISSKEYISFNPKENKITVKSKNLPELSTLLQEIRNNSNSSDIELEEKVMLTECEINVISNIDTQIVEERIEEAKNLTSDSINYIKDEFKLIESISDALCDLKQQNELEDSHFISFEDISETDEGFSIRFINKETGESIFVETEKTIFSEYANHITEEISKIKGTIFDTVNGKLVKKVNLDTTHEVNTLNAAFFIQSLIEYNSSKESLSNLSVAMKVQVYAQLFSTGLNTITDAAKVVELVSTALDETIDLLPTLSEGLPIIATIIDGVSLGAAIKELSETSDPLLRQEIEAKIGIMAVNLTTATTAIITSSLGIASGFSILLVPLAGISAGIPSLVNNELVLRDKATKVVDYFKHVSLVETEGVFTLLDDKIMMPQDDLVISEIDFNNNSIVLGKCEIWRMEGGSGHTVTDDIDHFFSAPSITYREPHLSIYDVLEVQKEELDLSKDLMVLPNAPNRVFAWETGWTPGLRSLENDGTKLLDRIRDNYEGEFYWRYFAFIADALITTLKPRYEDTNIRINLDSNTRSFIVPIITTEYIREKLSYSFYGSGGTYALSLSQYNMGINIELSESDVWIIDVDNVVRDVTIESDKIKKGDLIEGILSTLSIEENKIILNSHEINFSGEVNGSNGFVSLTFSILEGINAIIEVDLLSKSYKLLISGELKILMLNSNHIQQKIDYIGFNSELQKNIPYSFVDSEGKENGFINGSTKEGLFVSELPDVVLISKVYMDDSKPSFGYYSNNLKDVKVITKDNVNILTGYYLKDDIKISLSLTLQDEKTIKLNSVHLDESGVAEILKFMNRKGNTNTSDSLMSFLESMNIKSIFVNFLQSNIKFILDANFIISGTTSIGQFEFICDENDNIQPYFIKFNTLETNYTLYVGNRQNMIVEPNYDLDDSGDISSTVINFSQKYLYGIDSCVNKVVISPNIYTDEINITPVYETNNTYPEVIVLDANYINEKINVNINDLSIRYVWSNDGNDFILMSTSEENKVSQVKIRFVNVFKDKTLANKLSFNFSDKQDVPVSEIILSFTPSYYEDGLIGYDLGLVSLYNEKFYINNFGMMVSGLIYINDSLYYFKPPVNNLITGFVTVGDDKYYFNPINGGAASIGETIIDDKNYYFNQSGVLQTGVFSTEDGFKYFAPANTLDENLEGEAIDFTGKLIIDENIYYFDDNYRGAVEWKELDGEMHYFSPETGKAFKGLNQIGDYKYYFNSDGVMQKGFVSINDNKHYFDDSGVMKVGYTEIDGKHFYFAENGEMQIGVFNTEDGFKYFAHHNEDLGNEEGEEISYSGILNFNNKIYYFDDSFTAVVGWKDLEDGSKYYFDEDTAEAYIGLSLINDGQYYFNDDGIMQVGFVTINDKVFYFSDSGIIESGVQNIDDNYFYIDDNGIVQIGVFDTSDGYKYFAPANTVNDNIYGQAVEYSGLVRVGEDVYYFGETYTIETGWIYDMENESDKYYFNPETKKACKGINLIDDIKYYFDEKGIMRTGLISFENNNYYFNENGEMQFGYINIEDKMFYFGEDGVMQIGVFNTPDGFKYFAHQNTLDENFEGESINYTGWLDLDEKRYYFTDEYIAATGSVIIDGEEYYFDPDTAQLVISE
BioA inh = BioA (M. tuberculosis) enzyme inhibition | purified M. tuberculosis BioA enzyme, plate reader | 360,000 compounds, 0.096% hits | inhibition, % at 9.99 µM | AID 602481; in the data active means inhibition above about 40%
* marks the source's active call; other numbers are inactive results.

Values run as follows: TcdB inh | BioA inh
COCC#Cc1cnc2c(c1)C(=O)N([C@@H](C)CO)C[C@@H](C)[C@@H](CN(C)Cc1ccc(F)cc1)O2
  0.6 | 2.7
C/C=C/c1cnc2c(c1)C(=O)N([C@@H](C)CO)C[C@@H](C)[C@H](CN(C)Cc1ccc(F)cc1)O2
  -11 | -7.3
CN1C(=O)c2cc(NC(=O)c3cccs3)ccc2OC[C@H]2O[C@@H](CC(=O)N3CCOCC3)CC[C@H]21
  1.7 | 4.3
CCCC#Cc1cnc2c(c1)C(=O)N([C@@H](C)CO)C[C@@H](C)[C@H](CN(C)C(=O)C1CC1)O2
  -5.4 | -1.0
CO[C@H]1CN(C)C(=O)c2ccc(NC(=O)C3CCOCC3)cc2OC[C@@H](C)N(Cc2nccs2)C[C@H]1C
  -1.3 | -1.0
C[C@H]1CN([C@@H](C)CO)C(=O)c2cc(Br)cnc2O[C@@H]1CN(C)Cc1ccc2c(c1)OCO2
  0.2 | 7.8
CCC(=O)N(C)C[C@@H]1Oc2ncc(-c3ccc(C)cc3)cc2C(=O)N([C@@H](C)CO)C[C@H]1C
  -3.7 | -1.6
CC(C)NC(=O)N(C)C[C@H]1OCc2ccccc2-c2c(n(C)c3ccccc23)C(=O)N([C@H](C)CO)C[C@H]1C
  1.3 | -0.7
CCC(=O)NC[C@H]1[C@@H](c2ccccc2)[C@H](CO)N1C(=O)C1CCC1
  6.2 | -1.5
CC(C)NC(=O)N[C@@H]1C=C[C@@H](CC(=O)O)O[C@H]1CO
  0.4 | 3.3
C[C@H](CO)N1C[C@H](C)[C@@H](CN(C)S(=O)(=O)c2ccc(F)cc2)Oc2c(NC(=O)c3nc4ccccc4s3)cccc2C1=O
  0.2 | -0.2
C[C@@H]1CN([C@@H](C)CO)C(=O)c2cccc(NC(=O)c3ccc(-c4nccs4)cc3)c2O[C@H]1CN(C)S(=O)(=O)c1ccccc1
  1.0 | -0.8
C[C@@H]1CN([C@H](C)CO)C(=O)c2cc(NC(=O)Nc3cccc4ccccc34)ccc2O[C@@H](C)CCCCO[C@@H]1CN(C)C(=O)NC1CCCCC1
  -0.3 | 1.2
Cc1noc(C)c1NC(=O)Nc1ccc2c(c1)CC(=O)N([C@@H](C)CO)C[C@@H](C)[C@H](CN(C)C(=O)Nc1ccccc1)O2
  -0.6 | 0.9
C[C@@H]1CN([C@H](C)CO)C(=O)c2ccccc2-c2ccccc2CO[C@@H]1CN(C)S(=O)(=O)c1ccc(F)cc1
  -0.5 | 0.0
O=S(=O)(N[C@H]1CC[C@@H](CCn2cc(-c3cccc(F)c3)nn2)O[C@H]1CO)c1ccc(F)cc1
  -1.6 | 12
C[C@@H]1CCCCO[C@@H](CN(C)C(=O)Nc2ccccc2)[C@H](C)CN([C@H](C)CO)C(=O)c2cc(NC(=O)c3ccncc3)ccc2O1
  -1.9 | 0.1
COc1ccc(NC(=O)N(C)C[C@H]2Oc3ccc(NC(=O)CCCCCC(=O)Nc4ccccc4N)cc3CC(=O)N([C@H](C)CO)C[C@H]2C)cc1
  0.2 | -0.7
O=C(c1ccccc1)N1CC[C@@H]2[C@H](CO)Nc3ccc(-c4ccccc4F)cc3[C@@H]21
  -0.9 | -1.5
Cn1cnc(S(=O)(=O)N2CCCCN3[C@@H](CO)[C@@H](c4ccc(-c5ccc(F)cc5)cc4)[C@@H]3C2)c1
  0.6 | -1.6
COc1cccc(-c2cn(CC[C@H]3CC[C@@H](NS(=O)(=O)Cc4ccccc4)[C@@H](CO)O3)nn2)c1
  1.6 | -4.0
Cn1cnc(CCNC(=O)C[C@@H]2CC[C@H]3[C@@H](COC[C@@H](O)CN3C(=O)Nc3ccc(Cl)cc3)O2)c1
  -1.6 | 0.9
O=C(C[C@@H]1C[C@H]2c3cc(NC(=O)C4CCC4)ccc3O[C@H]2[C@@H](CO)O1)NCc1ccc2c(c1)OCO2
  0.3 | -1.4
C[C@H]1CN([C@@H](C)CO)C(=O)c2cc(NC(=O)Nc3ccccc3)ccc2O[C@@H]1CN(C)C(=O)Nc1ccc(C(F)(F)F)cc1
  0.1 | 7.3
CNC[C@@H]1Oc2ccc(NS(=O)(=O)c3ccc(Cl)cc3)cc2CC(=O)N([C@@H](C)CO)C[C@@H]1C
  1.7 | 4.3
COC(=O)C[C@H]1CC[C@H]2[C@H](COc3ccc(NS(=O)(=O)c4ccc(F)cc4)cc3C(=O)N2C)O1
  0.8 | 0.2
CC(=O)N[C@@H]1C=C[C@@H](CC(=O)NCc2ccc(Cl)cc2)O[C@H]1CO
  -0.3 | 0.1
CCC(=O)Nc1ccc2c(c1)C(=O)N(C)[C@H]1CC[C@@H](CC(=O)NCC3CC3)O[C@@H]1CO2
  0.4 | -2.4
COCC#Cc1ccc2c(c1)O[C@H](CN(C)CC1CCOCC1)[C@@H](C)CN([C@H](C)CO)S2(=O)=O
  0.4 | -0.3
CO[C@H]1CN(C)C(=O)c2ccc(NC(=O)C3CCOCC3)cc2OC[C@H](C)N(C(C)=O)C[C@@H]1C
  1.5 | 0.4
CN1C(=O)c2cc(NC(=O)c3ccc(F)cc3)ccc2OC[C@H]2O[C@@H](CC(=O)O)CC[C@H]21
  2.6 | 1.7
O=C(N[C@H]1CC[C@H](CCn2cc(-c3ccccc3)nn2)O[C@H]1CO)c1ccccc1F
  -1.1 | -2.1
O=C(C[C@H]1C=C[C@H](NC(=O)c2ccccc2)[C@H](CO)O1)NCc1ccncn1
  0.7 | -3.0
Cc1noc(C)c1NC(=O)Nc1ccc2c(c1)C(=O)N([C@H](C)CO)C[C@H](C)[C@@H](CN(C)S(=O)(=O)c1ccc(Cl)cc1)O2
  -1.5 | -2.0
CCC(=O)Nc1ccc2c(c1)OC[C@@H](C)N(C(=O)C1CCC1)C[C@H](C)[C@H](OC)CN(C)C2=O
  -0.7 | -0.9
C[C@H]1CN([C@@H](C)CO)C(=O)c2cc(NC(=O)Cn3cnnn3)ccc2O[C@H]1CN(C)Cc1ccc(C(F)(F)F)cc1
  0.1 | -0.9
CO[C@@H]1CN(C)C(=O)c2ccc(NS(=O)(=O)c3cccc(F)c3)cc2OC[C@@H](C)N(C(=O)Cc2cccnc2)C[C@@H]1C
  1.7 | -0.2
Cc1ccc(S(=O)(=O)N(C)C[C@@H]2Oc3ccc(NS(=O)(=O)c4cccs4)cc3C(=O)N([C@@H](C)CO)C[C@H]2C)cc1
  1.3 | 0.4
COc1ccc(C(=O)Nc2ccc3c(c2)OC[C@@H](C)NC[C@@H](C)[C@@H](OC)CN(C)C3=O)cc1
  -0.7 | -0.1
O=C(C[C@@H]1CC[C@H]2[C@@H](COC[C@H](O)CN2Cc2cccc(C(F)(F)F)c2)O1)NCc1ccccc1
  -11 | -0.6
CCC(=O)N1[C@H](CO)[C@H]2c3ccccc3N(C(=O)c3ccncc3)C[C@H]21
  -0.5 | 0.0
C[C@@H]1CCCCO[C@H](CN(C)C)[C@H](C)CN([C@H](C)CO)C(=O)c2cc(NS(=O)(=O)c3ccc(F)cc3)ccc2O1
  0.6 | -4.0
C[C@@H]1CN([C@H](C)CO)C(=O)c2cc(NC(=O)CCCN(C)C)ccc2O[C@@H]1CN(C)C(=O)Nc1ccc2c(c1)OCO2
  0.1 | 0.8
O=S(=O)(c1ccc(F)cc1)N1CCCCN2[C@H](CO)[C@H](c3ccc(C4=CCCCC4)cc3)[C@H]2C1
  -4.6 | 4.6
C[C@@H]1CCCCO[C@H](CN(C)C(=O)Nc2cccc3ccccc23)[C@@H](C)CN([C@@H](C)CO)C(=O)c2cc(NC(=O)C3CCCCC3)ccc2O1
  0.2 | 0.9
C[C@@H]1CN([C@H](C)CO)C(=O)c2cc(C#CC3(O)CCCC3)cnc2O[C@H]1CN(C)Cc1cncnc1
  -7.1 | 0.1
O=C(C[C@@H]1C[C@H]2c3cc(NC(=O)Nc4ccc(C(F)(F)F)cc4)ccc3O[C@H]2[C@H](CO)O1)NCc1ccccn1
  0.3 | 2.9
C[C@@H]1CN([C@@H](C)CO)S(=O)(=O)c2ccc(C#Cc3ccc(F)cc3)cc2O[C@H]1CN(C)S(C)(=O)=O
  0.8 | -0.3
COc1cccc(S(=O)(=O)N[C@H]2CC[C@@H](CCn3cc(-c4ccc(F)cc4)nn3)O[C@H]2CO)c1
  0.0 | 1.6
C[C@H]1CN([C@@H](C)CO)C(=O)c2cc(C3=CCCCC3)cnc2O[C@@H]1CN(C)C(=O)c1cccnc1
  1.8 | 1.4
CO[C@@H]1CN(C)C(=O)c2ccc(NC(=O)C3CCCC3)cc2OC[C@@H](C)N(CCC(F)(F)F)C[C@H]1C
  1.6 | 0.5
C[C@@H]1CN([C@@H](C)CO)C(=O)Cc2cc(N(C)C)ccc2O[C@@H]1CN(C)S(=O)(=O)c1ccc(F)cc1
  -4.6 | 0.1
O=C(C[C@@H]1C=C[C@H](NS(=O)(=O)c2ccccc2)[C@@H](CO)O1)NCc1ccccc1F
  -11 | -3.4
CCCNC(=O)N(C)C[C@@H]1Oc2cc(Br)ccc2S(=O)(=O)N([C@@H](C)CO)C[C@@H]1C
  0.7 | 5.1
O=C(C[C@@H]1CC[C@H]2[C@@H](COC[C@H](O)CN2Cc2ccccc2)O1)N[C@H]1CCN(Cc2ccccc2)C1
  -4.2 | -2.7
Cc1ccccc1S(=O)(=O)N[C@H]1CC[C@@H](CCn2cc(-c3ccc(F)cc3)nn2)O[C@H]1CO
  1.0 | 0.7
C[C@H]1CN([C@@H](C)CO)S(=O)(=O)c2ccc(-c3ccccc3)cc2O[C@@H]1CN(C)C(=O)C1CCCCC1
  3.5 | 1.9
CO[C@@H]1CC[C@@H]2CCOc3ccc(C#N)cc3C(=O)N(C)[C@H](C)C(=O)N(C)C[C@H]1O2
  -0.4 | -0.8
COc1ccc(S(=O)(=O)Nc2cccc3c2O[C@H](CN(C)Cc2ccc(Oc4ccccc4)cc2)[C@H](C)CN([C@H](C)CO)C3=O)cc1
  -0.5 | -0.3
CO[C@@H](CN(C)Cc1cc(F)ccc1F)[C@H](C)CN([C@@H](C)CO)S(=O)(=O)c1ccc(F)cc1
  1.5 | -1.1

Seven successive entries out of the list so far, for reference:
Values run as follows: TcdB inh | BioA inh
CN1C(=O)c2cc(NC(=O)c3ccc(F)cc3)ccc2OC[C@H]2O[C@@H](CC(=O)O)CC[C@H]21
  2.6 | 1.7
O=C(N[C@H]1CC[C@H](CCn2cc(-c3ccccc3)nn2)O[C@H]1CO)c1ccccc1F
  -1.1 | -2.1
O=C(C[C@H]1C=C[C@H](NC(=O)c2ccccc2)[C@H](CO)O1)NCc1ccncn1
  0.7 | -3.0
Cc1noc(C)c1NC(=O)Nc1ccc2c(c1)C(=O)N([C@H](C)CO)C[C@H](C)[C@@H](CN(C)S(=O)(=O)c1ccc(Cl)cc1)O2
  -1.5 | -2.0
CCC(=O)Nc1ccc2c(c1)OC[C@@H](C)N(C(=O)C1CCC1)C[C@H](C)[C@H](OC)CN(C)C2=O
  -0.7 | -0.9
C[C@H]1CN([C@@H](C)CO)C(=O)c2cc(NC(=O)Cn3cnnn3)ccc2O[C@H]1CN(C)Cc1ccc(C(F)(F)F)cc1
  0.1 | -0.9
CO[C@@H]1CN(C)C(=O)c2ccc(NS(=O)(=O)c3cccc(F)c3)cc2OC[C@@H](C)N(C(=O)Cc2cccnc2)C[C@@H]1C
  1.7 | -0.2

Next part.
Values run as follows: TcdB inh | BioA inh
COc1ccc(NC(=O)N(C)C[C@H]2Oc3c(NC(=O)NC(C)C)cccc3C(=O)N([C@@H](C)CO)C[C@H]2C)cc1
  -7.6 | -3.1
Cc1ccc(S(=O)(=O)N2C[C@H](O)COC[C@H]3O[C@@H](CC(=O)NCCN4CCCCC4)CC[C@@H]32)cc1
  0.2 | 0.4
COc1cccc(CNC(=O)C[C@H]2CC[C@H](NC(=O)C3CCOCC3)[C@@H](CO)O2)c1
  -1.3 | -2.1
N#C[C@@H]1[C@H](c2ccccc2)[C@@H](CO)N1S(=O)(=O)Cc1ccccc1
  -0.3 | -1.0
CC(C)NC(=O)Nc1cccc2c1O[C@H](CN(C)S(=O)(=O)c1ccc(Cl)cc1)[C@H](C)CN([C@@H](C)CO)C2=O
  -0.1 | -0.2
CN1C(=O)c2cc(NS(=O)(=O)c3ccccc3F)ccc2OC[C@@H]2O[C@@H](CC(=O)NC3Cc4ccccc4C3)CC[C@@H]21
  2.5 | -0.9
COc1ccc(NC(=O)N(C)C[C@@H]2OCCCC[C@@H](C)Oc3ccc(NC(=O)NC(C)C)cc3C(=O)N([C@@H](C)CO)C[C@H]2C)cc1
  -0.5 | -0.6
O=C(Nc1ccc(F)cc1)N1C[C@H]2[C@@H](c3ccccc31)[C@@H](CO)N2C(=O)c1ccccc1
  1.4 | -1.0
C[C@@H]1CN([C@H](C)CO)C(=O)c2cc(C#Cc3ccccc3F)cnc2O[C@@H]1CN(C)C(=O)Cc1ccncc1
  -0.7 | -1.9
CN1c2ccc(-c3ccc(C#N)cc3)cc2[C@H]2[C@H](CCN2C(=O)c2cccc(F)c2)[C@@H]1CO
  -1.2 | 28
O=C(N[C@@H]1CC[C@H](CCn2cc(-c3ccccn3)nn2)O[C@@H]1CO)c1ccccc1
  -1.1 | -0.8
C[C@@H]1CN([C@H](C)CO)C(=O)c2cc(-c3ccc(F)cc3)cnc2O[C@@H]1CN(C)Cc1ccccn1
  -0.1 | -1.2
C[C@H](O)C#Cc1cnc2c(c1)C(=O)N([C@@H](C)CO)C[C@@H](C)[C@H](CN(C)C(=O)CC1CC1)O2
  -2.6 | -1.3
CN(C)CC(=O)N[C@@H]1CC[C@H](CC(=O)NCc2ccccc2F)O[C@@H]1CO
  0.7 | 0.0
C[C@H](CO)N1C[C@H](C)[C@@H](CN(C)C(=O)C2CCOCC2)Oc2ncc(/C=C/c3ccccc3)cc2C1=O
  0.2 | 0.0
CCNC(=O)C[C@@H]1CC[C@H]2[C@@H](COC[C@@H](O)CN2C(=O)Nc2ccc(Cl)c(Cl)c2)O1
  0.5 | -2.3

Bioassay records: PubChem BioAssay, Broad Institute

Not all compounds are listed; rates above refer to the full screens.
